LYP phosphatase – LYP phosphatase inhibitors, primary screen, biochemical, DiFMUP fluorescence, recombinant catalytic domain, 10 µM (AID 606) | Tyrosine-protein phosphatase non-receptor type 22 (Homo sapiens) | recombinant LYP catalytic domain, DiFMUP fluorescence; higher % means a stronger effect | one-dose inhibition, % at 10 µM; IC50 in µM for titrated hits | 52,000 tested, under 10 active;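 active = IC50 under 40 µM in the dose-response test; inactive = IC50 of 40 µM or more, or never dose-tested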
DPM-DC inhibit – S. pneumoniae DPM-DC inhibitors, primary screen, biochemical, PK/LDH-coupled NADH fluorescence; diphosphomevalonate decarboxylase (Streptococcus pneumoniae D39); 0.49% of 65,000 active; AID 556, 2006; purified DPM-DC; calls only at 10 µM;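 active = the 320 compounds with the highest percent inhibition in the single-dose primary screen, excluding strongly autofluorescent ones, cut at about 32% in these data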;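 also: kinetic rate of NADH fluorescence loss reporting ADP formed by the decarboxylase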
MK inhibit – S. pneumoniae MK inhibitors, primary screen, biochemical, PK/LDH-coupled NADH absorbance. inhibition, % at 10 µM. purified MK, PK/LDH-coupled NADH absorbance 340 nm. mevalonate kinase [Streptococcus pneumoniae D39]. AID 555, 2006. 0.48% of 65,000 active;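 active = ranked among the strongest by inhibition in the single 10 µM screen, a fixed top-ranked set picked for dose follow-up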; also: no value below 0 was filed
PMK inhibit – S. pneumoniae PMK inhibitors, primary screen, biochemical, mevalonate pathway, pilot trial included; 0.49% of 65,000 active; phosphomevalonate kinase (Streptococcus pneumoniae D39); purified PMK, PK/LDH-coupled NADH absorbance 340 nm; inhibition, % at 10 µM;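 active = top-ranked compounds by inhibition in the single 10 µM screen, taking a fixed number of the strongest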;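 also: 0% = full reaction with DMSO carrier and 100% = background rate without enzyme reaction; no value below 0 was filed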
Bfl-1 inhibitors – Bfl-1 inhibitors, primary screen, biochemical, fluorescence polarization, FITC-Bid, mouse (AID 432); 0.02% of 64,000 active; FITC-Bid BH3 peptide fluorescence polarization displacement; higher % means a stronger effect; displacement, % at 20 µM, or IC50 in µM where a hit was titrated; Bcl-2-related protein A1 (Mus musculus); in the data active = a potency from the dose series; inactive = the rest, 99 in 100 with displacement below about 15%; also: strong numbers were not always called active
HT1080 viability – cytotoxicity in HT1080 fibrosarcoma cells, cell-based, fluorescence readout (AID 620); HT1080 viability, fluorescence; higher % means a stronger effect; cytotoxicity, % at 10 µM, or EC50 in µM where a hit was titrated; 0.42% of 87,000 active;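 also: cells exposed to compound overnight then 4 h with Alamar Blue; 0% = vehicle DMSO and 100% = killing control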
TNAP inhibition – human TNAP enzyme inhibitors, biochemical, luminescent (AID 518) | 0.09% of 64,000 active | inhibition, % at 20 µM, or IC50 in µM where a hit was titrated | purified TNAP enzyme, luminescent substrate readout; higher % means a stronger effect; in the data active = a potency from the dose series; inactive = the rest, 99 in 100 with inhibition below about 22%;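 also: plate controls were vehicle for no effect and reference inhibitor for full effect; many of its hits are not listed in these tables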
KRASV12 cytotoxicity – cytotoxicity in KRAS-transformed pancreatic duct cells, primary screen, cell-based, fluorescence, HTS (AID 431). 1.7% of 63,000 active. HPDE-C7K KRASV12 cells, Alamar Blue viability, 48 h; higher % means a stronger effect. one-dose cytotoxicity, % at 10 µM; EC50 in µM for titrated hits;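 active = compounds whose percent cytotoxicity in the single-dose primary screen, scaled between solvent and toxic-drug controls, exceeds 50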;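 also: 0% = DMSO solvent wells and 100% = doxorubicin-treated wells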
HPDE-C7 viability – cytotoxicity in HPDE-C7 cells, cell-based, fluorescence, HTS (AID 430). one-dose cytotoxicity, % at 10 µM; EC50 in µM for titrated hits. HPDE-C7 pancreatic duct cells viability, fluorescence; higher % means a stronger effect. 1.8% of 63,000 active;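 also: cells exposed to compound for 48 hours before viability readout; 0% = vehicle and 100% = reference cytotoxic drug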
PMK inhibit pilot replicates – second read-out of PMK inhibit, no call of its own (marks repeat the call); inhibition, %; measured here: pilot screen replicates
MK inhibit pilot replicates – also measured in MK inhibit; calls as there; inhibition, %; measured here: pilot screen replicates
DPM-DC inhibit pilot screen % – further read-out of DPM-DC inhibit, marked with its call; inhibition, %; measured here: pilot screen trials
Active calls of the source: *; i = inactive; . = not tested or not shown. Rule as the data show it, unless noted: active = cytotoxicity above about 50%; inactive = the rest.

SMILES	LYP phosphatase	DPM-DC inhibit	MK inhibit	PMK inhibit	Bfl-1 inhibitors	HT1080 viability	TNAP inhibition	KRASV12 cytotoxicity	HPDE-C7 viability	others
Cc1nc2ccccc2n1-c1ccccc1	.	i	4.0	8.0	2.5%	-0.9%	6.6%	-12.4%	-4.0%
O=C(Nc1nnc(SCC(=O)N2CCCCC2)s1)C1CCCCC1	7.8%	i	13.0	12.0	2.0%	8.0%	3.1%	-3.4%	-6.6%	PMK inhibit pilot replicates=1.5;MK inhibit pilot replicates=5.0;DPM-DC inhibit pilot screen %=10.0
OC(Cn1cncn1)c1ccc(Cl)cc1Cl (stereo not given)	1.0%	i	7.0	6.0	-4.7%	-9.6%	6.4%	1.1%	1.1%
COc1ccc(-c2nnc3sc(-c4c(OC)cccc4OC)nn23)cc1	.	i	2.0	12.0	18.1µM*	10.1%	19.7%	10.6%	10.9%	PMK inhibit pilot replicates=4.0;MK inhibit pilot replicates=0.0;DPM-DC inhibit pilot screen %=1.5
COc1cc(NC(=O)C2CC(=O)NC3=C2C(=O)CC(C)(C)C3)c(OC)cc1Cl (stereo not given)	10.7%	i	12.0	11.0	-0.3%	14.0%	3.8%	-15.6%	-9.7%
CC(=O)Nc1ccc(S(=O)(=O)N2CCN(C(=O)CCC3CCCC3)CC2)cc1	0.8%	i	4.0	0.0	2.1%	2.6%	0.2%	-23.6%	-31.0%	PMK inhibit pilot replicates=1.0;MK inhibit pilot replicates=2.0;DPM-DC inhibit pilot screen %=10.5
COc1ccccc1NS(=O)(=O)c1ccc(C)c(C(N)=O)c1	11.3%	i	12.0	4.0	1.3%	4.5%	18.0%	-1.3%	3.4%
COCCn1nnnc1CN(CCCN1CCOCC1)Cc1cc2c(C)ccc(C)c2[nH]c1=O	-2.9%	i	6.0	9.0	-4.9%	-0.4%	16.6%	13.5%	5.1%	PMK inhibit pilot replicates=0.5;MK inhibit pilot replicates=5.0;DPM-DC inhibit pilot screen %=0.5
CCC(=O)Nc1ccc(Br)c(Cl)c1	12.7%	i	2.0	0.0	-2.4%	10.3%	2.8%	-15.1%	-22.2%
CCOC(=O)CSc1ccc2nnc(-c3ccccc3)n2n1	2.7%	i	4.0	10.0	0.1%	0.6%	6.3%	-0.8%	-3.1%
O=C(NCc1ccccn1)C1CCN(S(=O)(=O)c2cnc[nH]2)CC1	.	i	7.0	15.0	-9.2%	-0.6%	14.4%	-2.0%	0.1%
c1ccc(-c2nnc3sc(-c4cc5ccccc5o4)nn23)cc1	5.7%	i	9.0	8.0	-4.8%	-3.1%	12.3%	.	.
O=C(Nc1ccc2c(c1)OCCO2)C1CCCN1S(=O)(=O)c1ccc(Cl)cc1 (stereo not given)	-17.1%	i	0.0	7.0	-5.4%	7.3%	9.4%	7.7%	4.0%
COc1cc2cc(CN(CCN3CCCC3)C(=O)Nc3ccc(F)cc3)c(=O)[nH]c2cc1OC	.	i	.	0.0	5.1%	4.3%	4.4%	-12.3%	-8.0%
COc1cc(C2C(C#N)=C(N)OC3=C2C(=O)CCC3)cc(OC)c1OC(=O)N1CCOCC1 (stereo not given)	-1.0%	i	0.0	6.0	0.8%	-19.2%	12.1%	-3.2%	-8.6%
CN(C)c1ccc(C=Nc2ccccc2C(N)=O)cc1	-6.8%	i	13.0	0.0	-0.8%	-5.4%	13.0%	9.5%	3.2%
O=C(OCC(=O)c1cccs1)C1=COCCO1	-0.2%	i	5.0	13.0	-4.6%	2.3%	16.6%	22.3%	8.6%	PMK inhibit pilot replicates=1.5;MK inhibit pilot replicates=1.0;DPM-DC inhibit pilot screen %=2.0
CC1C=Cc2ccccc2N1C(=O)c1ccccc1 (stereo not given)	11.6%	i	1.0	12.0	6.5%	26.0%	5.8%	-6.7%	-22.7%
O=C(NCCC1=CCCCC1)c1ccc(Cl)c(S(=O)(=O)N2CCOCC2)c1	6.6%	i	5.0	0.0	-0.8%	1.5%	3.4%	4.8%	-0.5%
Cc1ccc(C23CC4CC(CC(NC(=O)N5CCN(C)CC5)(C4)C2)C3)cc1	7.6%	i	3.0	6.0	-12.3%	5.7%	5.3%	19.5%	-2.3%
COC(=O)c1[nH]c2cccc(OC)c2c1NC(=O)CCN1CCN(c2cccc(Cl)c2)CC1	5.0%	i	9.0	13.0	-0.3%	3.6%	7.8%	33.8%	1.2%
Cc1cccc(-c2nnc(SCC#N)n2-c2cccc(Cl)c2)c1	16.6%	i	5.0	6.0	1.9%	10.7%	14.6%	3.8%	0.7%	PMK inhibit pilot replicates=0.5;MK inhibit pilot replicates=0.0;DPM-DC inhibit pilot screen %=0.0
CCOC(=O)N1CCN(C(=O)CSc2nc3c(cnn3-c3ccccc3)c(=O)[nH]2)CC1	4.2%	i	5.0	2.0	-5.3%	-8.9%	1.1%	-9.8%	-32.6%
CC(=O)Oc1ccc2c(C)cc(=O)[nH]c2c1	.	i	0.0	10.0	-5.7%	4.5%	9.2%	23.9%	16.7%
Cc1nc(N2CCCC2C(=O)O)c2oc3ccccc3c2n1 (stereo not given)	.	i	12.0	15.0	-5.4%	13.5%	14.9%	2.3%	12.2%

Among those listed so far, 4 have an aryl thioether with sulfur outside any ring.
SMILES	LYP phosphatase	DPM-DC inhibit	MK inhibit	PMK inhibit	Bfl-1 inhibitors	HT1080 viability	TNAP inhibition	KRASV12 cytotoxicity	HPDE-C7 viability	others
O=C(Nc1nnc(SCC(=O)N2CCCCC2)s1)C1CCCCC1	7.8%	i	13.0	12.0	2.0%	8.0%	3.1%	-3.4%	-6.6%	PMK inhibit pilot replicates=1.5;MK inhibit pilot replicates=5.0;DPM-DC inhibit pilot screen %=10.0
CCOC(=O)CSc1ccc2nnc(-c3ccccc3)n2n1	2.7%	i	4.0	10.0	0.1%	0.6%	6.3%	-0.8%	-3.1%
Cc1cccc(-c2nnc(SCC#N)n2-c2cccc(Cl)c2)c1	16.6%	i	5.0	6.0	1.9%	10.7%	14.6%	3.8%	0.7%	PMK inhibit pilot replicates=0.5;MK inhibit pilot replicates=0.0;DPM-DC inhibit pilot screen %=0.0
CCOC(=O)N1CCN(C(=O)CSc2nc3c(cnn3-c3ccccc3)c(=O)[nH]2)CC1	4.2%	i	5.0	2.0	-5.3%	-8.9%	1.1%	-9.8%	-32.6%

The list continues.
SMILES	LYP phosphatase	DPM-DC inhibit	MK inhibit	PMK inhibit	Bfl-1 inhibitors	HT1080 viability	TNAP inhibition	KRASV12 cytotoxicity	HPDE-C7 viability	others
COc1cccc(Nc2nc(=O)[nH]nc2C)c1	15.3%	i	6.0	2.0	-5.5%	-3.6%	14.1%	-3.5%	0.4%	PMK inhibit pilot replicates=3.0;MK inhibit pilot replicates=2.5;DPM-DC inhibit pilot screen %=1.0
Cc1ccc(OCCCC(=O)Nc2ccc(S(=O)(=O)Nc3cc(C)on3)cc2)cc1	6.5%	i	9.0	0.0	-8.8%	-6.1%	7.7%	-0.2%	-20.9%
COC(=O)c1[nH]c2cccc(OC)c2c1NC(=O)CCN1CCN(c2ccccc2F)CC1	-10.7%	i	11.0	14.0	-4.2%	-3.6%	2.5%	15.1%	2.1%
COCCn1c(-c2cc(OC)c(OC)c(OC)c2)nc2oc3ccccc3c(=O)c2c1=O	.	i	7.0	4.0	1.1%	18.5%	8.3%	-8.3%	-15.4%
CCOC(=O)c1ccc(N2CSC3=C(C#N)C(c4cccs4)CC(=O)N3C2)cc1 (stereo not given)	0.0%	i	2.0	0.0	-9.0%	-7.7%	12.0%	-4.9%	-2.1%
CC(C)c1cc(C(=O)Nc2cccc(Cl)c2)no1	1.6%	i	8.0	9.0	3.4%	-0.6%	9.1%	-7.0%	1.6%
CC(=O)c1ccc(S(=O)(=O)N(Cc2cc3cc4c(cc3[nH]c2=O)OCCO4)CC2CCCO2)cc1 (stereo not given)	1.9%	i	.	5.0	2.7%	-3.6%	11.5%	-10.4%	-25.2%
CCn1c(COc2ccc(Cl)cc2)nnc1SCc1ccc(C#N)cc1	-7.0%	i	0.0	6.0	0.8%	-8.4%	8.1%	0.9%	10.2%
CCn1c(=O)cc(NC2=NCC(C)CN2c2cccc(Cl)c2)n(C)c1=O (stereo not given)	9.1%	i	4.0	9.0	-4.0%	14.2%	6.4%	-4.6%	-3.9%
Cc1oc(/N=C/c2ccccc2O)c(C#N)c1C	.	i	4.0	16.0	-19.0%	-0.2%	13.4%	-30.7%	-27.9%
Cn1c(=O)c2c(SCC(=O)N3CCN(c4ccccc4)CC3)nc(C3CC3)nc2n(C)c1=O	4.2%	i	12.0	5.0	0.3%	-6.1%	3.4%	-4.7%	3.8%
Cc1ccc(S(=O)(=O)c2c(N)n(/N=C/c3ccco3)c3nc4ccccc4nc23)cc1C	-2.4%	i	3.0	11.0	3.3%	22.6%	2.4%	8.5%	11.7%
Cc1c(C(=O)N2CCN(c3ccccc3)CC2)sc2ncnc(N3CCN(c4ccccc4)CC3)c12	12.7%	i	7.0	0.0	-4.8%	-13.1%	17.7%	18.0%	21.7%	PMK inhibit pilot replicates=2.5;MK inhibit pilot replicates=1.0;DPM-DC inhibit pilot screen %=0.5
Cc1ccc(N2CCN(S(=O)(=O)c3ccc(F)cc3)CC2)c(C)c1	18.9%	i	6.0	2.0	-6.7%	-3.9%	1.4%	-18.5%	-32.8%
O=C(CSc1nc2ccccc2o1)NCCOc1ccccc1	.	i	5.0	5.0	-9.7%	-12.2%	8.0%	-5.3%	-21.2%
COCCN(Cc1cc2ccccc2[nH]c1=O)C(=O)c1ccccc1OC	4.5%	i	5.0	12.0	-8.0%	2.5%	14.1%	-17.0%	-16.7%
COc1cc(C(=O)N(Cc2cc3cc(C)ccc3[nH]c2=O)CC2CCCO2)cc(OC)c1OC (stereo not given)	-7.1%	i	6.0	13.0	-8.0%	1.4%	2.6%	-4.1%	7.6%
CCn1c(CNC(=O)COC)nc2ccccc21	1.8%	i	4.0	0.0	-0.4%	3.7%	6.2%	-8.4%	-7.4%
CCc1nnc(NC(=O)CSc2nnc(-c3cc4ccccc4cc3O)n2CC)s1	3.8%	i	5.0	0.0	3.9%	-2.0%	17.6%	7.4%	-10.7%	PMK inhibit pilot replicates=4.0;MK inhibit pilot replicates=5.5;DPM-DC inhibit pilot screen %=2.0
COc1ccc(NC(=O)CCc2nc(-c3ccc(C)cc3)no2)cc1Cl	2.7%	i	2.0	6.0	-0.5%	36.1%	10.4%	0.6%	-6.6%
CCOC(=O)C1C(=O)OC2(CCCC2)C1C(=O)OCC (stereo not given)	0.3%	i	10.0	3.0	-1.2%	12.4%	13.6%	-1.5%	4.7%
COc1ccc2[nH]c3nc(SCc4nnc(-c5ccc(C)cc5)o4)nnc3c2c1	.	i	13.0	16.0	-9.2%	-5.4%	1.0%	-6.2%	-12.6%
COc1ccc(N2CCN(C(=O)CSc3nnc(-c4cc5ccccc5cc4O)n3C)CC2)cc1	.	i	11.0	6.0	-4.8%	6.1%	14.4%	-2.4%	-4.2%

High-throughput results (PubChem)
